Screening results as filed in PubChem BioAssay.
Vif-A3F inh: qHTS for Inhibitors of Vif-A3F Interactions: qHTS. AID 602313, 2012. Potency, µM (top dose mostly 46.1 µM), for the others: at the highest dose activity, negative = active. 390,000 compounds, 0.2% hits. HeLa A3F-eYFP + Vif (tagged APOBEC3F with the HIV-1 protein that degrades it), YFP fluorescence increase; also: potency is read from the fitted curve at half-maximal effect; % of control where 0% means no effect; nearly all actives have a fitted effect of over 65% in size
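Fluorescence increase (Ex 488/Em 500-530) after overnight compound treatment at 37 deg C flags inhibition of Vif-driven A3F-eYFP loss in stable HeLa A3F-eYFP/Vif cells seeded overnight beforehand.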
GRP78 ERSR act: qHTS for Inducers of the Endoplasmic Reticulum Stress Response (ERSR) in Human Glioma: qHTS | U87-MG GRP78 promoter luciferase reporter, 16 h | Potency, µM, for inactives: at the highest dose activation, most hits filed as activators | 420,000 compounds, 0.02% hits | AID 602332, 2012; also: potency is read from the fitted curve at half-maximal effect; series mostly up to about 76 µM; % of control where 0% means no effect; nearly all actives have a fitted effect of over 35% in size
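ERSR induction read as luciferase luminescence (Bright-Glo, 10 min at room temperature) in stably transfected human U87-MG glioma cells exposed to compounds for 16 h, using GRP78 as sensor.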
mIDH1 inhibitor: qHTS for Inhibitors of mutant isocitrate dehydrogenase 1 (IDH1): qHTS. Isocitrate dehydrogenase [NADP] cytoplasmic (Homo sapiens), O75874. IDH1-R132H enzyme, NADPH consumption, diaphorase/resazurin fluorescence. Potency, µM (highest dose often 76.6 µM), for inactives: top-dose activity change, negative = inhibition, most hits filed as inhibitors. 390,000 compounds, 0.093% hits; also: potency is read from the fitted curve at half-maximal effect; % is scaled to controls: 0 for no effect and ±100 for the full control effect; nearly all actives have a fitted effect of over 65% in size
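IDH1-R132H (0.5 ug/mL dispensed) in pH 7.5 Tris buffer was preincubated 30 min with compound, then given a substrate mix of 0.016 mM NADPH and 2 mM alpha-KG for 80 min at room temperature; remaining NADPH was read by diaphorase/resazurin fluorescence.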
TrxR1 inh: qHTS Assay for Inhibitors of Mammalian Selenoprotein Thioredoxin Reductase 1 (TrxR1): qHTS | Thioredoxin reductase 1, cytoplasmic (Rattus norvegicus), O89049 | recombinant rTrxR1, NADPH fluorescence consumption, selenite substrate | Potency, µM (doses to about 114 µM), for inactives: at the top dose activity change, negative = inhibition, hits mostly inhibitors | 390,000 compounds, 1% hits | AID 588453, 2011; also: potency is read from the fitted curve at half-maximal effect; % is scaled to controls: 0 for no effect and ±100 for the full control effect; nearly all actives have a fitted effect of over 65% in size
Target sequence (O89049 whole entry, looked up): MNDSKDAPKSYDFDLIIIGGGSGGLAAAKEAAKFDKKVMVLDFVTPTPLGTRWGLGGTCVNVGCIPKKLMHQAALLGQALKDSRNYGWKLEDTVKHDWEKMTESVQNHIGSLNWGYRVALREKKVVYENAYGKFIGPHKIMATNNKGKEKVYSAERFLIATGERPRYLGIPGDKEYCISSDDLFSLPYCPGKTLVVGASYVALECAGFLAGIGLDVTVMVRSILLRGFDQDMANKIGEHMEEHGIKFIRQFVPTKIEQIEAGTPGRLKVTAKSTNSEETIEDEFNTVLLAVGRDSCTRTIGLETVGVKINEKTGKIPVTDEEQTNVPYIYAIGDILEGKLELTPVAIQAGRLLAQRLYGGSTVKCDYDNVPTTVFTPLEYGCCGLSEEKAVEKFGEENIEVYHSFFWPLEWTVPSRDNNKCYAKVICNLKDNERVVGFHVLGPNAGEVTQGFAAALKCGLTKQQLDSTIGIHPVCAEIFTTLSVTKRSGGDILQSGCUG
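Rat TrxR1 (90 nM in the dispensed reagent) was pre-reduced with 400 uM NADPH for 5 min at room temperature, then incubated with compound for 15 min. After 400 uM selenite was added, NADPH fluorescence (Ex 340/Em 450 nm) was followed for 8 min.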
RGS4 inhibitor: Inhibitors of Regulator of G Protein Signaling (RGS) 4: qHTS. 390,000 compounds, 0.039% hits. Potency, µM (doses to about 114 µM), for inactives: at the top dose activity change, negative = inhibition, usual class: inhibitors. Regulator of G-protein signaling 4 (Homo sapiens), P49798. Transcreener GDP fluorescence polarization, RGS4-accelerated GTP hydrolysis; also: potency is read from the fitted curve at half-maximal effect; % is scaled to controls: 0 for no effect and ±100 for the full control effect; nearly all actives have a fitted effect of over 75% in size; some results filed as inactive show a strong effect at the top dose
Target sequence (P49798 whole entry, looked up): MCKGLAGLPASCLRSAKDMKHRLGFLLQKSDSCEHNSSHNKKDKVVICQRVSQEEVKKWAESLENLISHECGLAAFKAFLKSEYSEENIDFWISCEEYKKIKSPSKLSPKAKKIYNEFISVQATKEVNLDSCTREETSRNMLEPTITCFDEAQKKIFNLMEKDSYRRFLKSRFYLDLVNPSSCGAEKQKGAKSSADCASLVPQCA
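MLSMR compounds (23 nl, pin-transferred) preincubated 10 min at room temperature with a 500nM (2x) first reagent, then RGS4 at 900nM (2x) plus Transcreener GDP mix added; fluorescence polarization (620/688 nm) read before and after 90 min at 30 °C.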
LDHA block: qHTS assay for inhibitors of human lactate dehydrogenase | activity change, % (values are at about 110 or 230 µM) | AID 1347041, 2019 | purified LDHA, NADH/diaphorase-resazurin fluorescence; active compounds read low | 480,000 compounds, 0.15% hits | L-lactate dehydrogenase A chain (Homo sapiens), P00338; in the data active = activity change below about -30%; inconclusive = mostly about -25% to -30%;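 also: plate controls were DMSO wells for no effect and wells without enzyme for full effect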
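Human LDH5 (2 nM) was incubated with 0.06 mM NADH and 0.2 mM pyruvate for 5 min at room temperature in Tris pH 7.4. Remaining NADH was coupled through diaphorase/resazurin, and resorufin fluorescence was read at 0 and 20 min.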
USP1-UAF1 inh: Inhibitors of USP1/UAF1: Primary Screen; 390,000 compounds, 0.23% hits; recombinant USP1/UAF1, Ub-Rhodamine cleavage fluorescence; Potency, µM (top dose mostly 57.1 µM), for inactives: at the highest dose activity change, negative = inhibition, hits mostly inhibitors; also: potency is read from the fitted curve at half-maximal effect; % is scaled to controls: 0 for no effect and ±100 for the full control effect; nearly all actives have a fitted effect of over 60% in size; inactives centre near -12
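USP1/UAF1 complex at 1 nM was preincubated with compound for 15 min at room temperature, then Ub-Rho substrate (150nM final) was added. Fluorescence (480/540 nm) was read kinetically, 6 reads every 60 seconds.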
Vif-A3G inh: qHTS for Inhibitors of Vif-A3G Interactions: qHTS; DNA dC->dU-editing enzyme APOBEC-3G (Homo sapiens), Q9HC16; HeLa A3G-eYFP + Vif (tagged APOBEC3G with the HIV-1 protein that degrades it), YFP fluorescence, overnight; Potency, µM (series often up to 46.1 µM), for inactives: at the top dose activity, negative = active, usual class: inhibitors; 410,000 compounds, 0.076% hits;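 also: potency is read from the fitted curve at half-maximal effect; % is scaled to controls: 0 for no effect and ±100 for the full control effect; nearly all actives have a fitted effect of over 60% in size; hits raise eYFP signal because A3G escapes Vif-driven loss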
Target sequence (Q9HC16 whole entry, looked up): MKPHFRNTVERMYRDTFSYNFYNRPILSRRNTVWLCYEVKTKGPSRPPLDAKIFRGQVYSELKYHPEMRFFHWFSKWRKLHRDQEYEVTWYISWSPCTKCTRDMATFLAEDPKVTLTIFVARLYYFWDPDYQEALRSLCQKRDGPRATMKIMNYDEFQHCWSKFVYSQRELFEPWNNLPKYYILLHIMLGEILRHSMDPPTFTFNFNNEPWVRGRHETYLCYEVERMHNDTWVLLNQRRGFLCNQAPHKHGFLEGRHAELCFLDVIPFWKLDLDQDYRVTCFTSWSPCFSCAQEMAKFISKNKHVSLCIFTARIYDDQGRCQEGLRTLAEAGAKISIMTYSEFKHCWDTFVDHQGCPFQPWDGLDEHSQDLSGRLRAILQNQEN
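Read-out is eYFP fluorescence (Ex 488/Em 500-530) from Vif-expressing HeLa A3G-eYFP cells; more signal means A3G escaped Vif-mediated degradation. Cells plated overnight, compound pinned in, incubated overnight at 37 deg C.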
TrxR1 substrate: qHTS Assay for Substrates of Mammalian Selenoprotein Thioredoxin Reductase 1 (TrxR1): qHTS; purified TrxR1 substrate turnover, NADPH consumption readout; Potency, µM (top dose mostly 114 µM), without a hit: at the top dose activity change, negative = substrate turnover; 390,000 compounds, 0.01% hits; AID 588456, 2011; also: potency is read from the fitted curve at half-maximal effect; % is scaled to controls: 0 for no effect and ±100 for the full control effect; nearly all actives have a fitted effect of over 50% in size
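Rat TrxR1, dispensed at 90 nM, was prereduced with 400 uM NADPH (final) for 5 min at ~22 deg C, then incubated with compound 15 min before 400 uM selenite. A first-read NADPH fluorescence drop versus no-compound background flagged substrates.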
An asterisk follows results filed as active; [ ] = dose if it differs, or a comment. Unless noted, calls follow the shape of the dose curve; as a rule, active = well fitted curve in the direction sought with a large enough effect; inconclusive = small, poorly fitted or top-dose-only effect, or another doubt; inactive = no such curve, though single readings can be large; an effect the other way counts as inactive or inconclusive.

What do the screens show for `COc1cc(C(=O)Nc2nnc(C(F)(F)F)s2)c([N+](=O)[O-])cc1OC`?
Vif-A3F inh: 3%; GRP78 ERSR act: 4%; mIDH1 inhibitor: 7%; TrxR1 inh: 19%; RGS4 inhibitor: -11%; LDHA block: -3; USP1-UAF1 inh: -15%; Vif-A3G inh: 5%; TrxR1 substrate: -7%

Results for CSc1ccc(C2C(C(=O)Nc3ccccc3)=C(C)Nc3nc4ccccc4n32)cc1 (stereo unspecified) ?
Vif-A3F inh: 6%; GRP78 ERSR act: -3%; mIDH1 inhibitor: -13%; TrxR1 inh: 7%; RGS4 inhibitor: 4%; LDHA block: -4; USP1-UAF1 inh: -20%; Vif-A3G inh: 2%; TrxR1 substrate: 11%[11.4 µM]

Results for CCc1nc2ccccc2nc1N1CCN(S(=O)(=O)c2ccc(Cl)cc2)CC1 ?
Vif-A3F inh: 6%; GRP78 ERSR act: -2%; mIDH1 inhibitor: -2%; TrxR1 inh: 4%; RGS4 inhibitor: -18%; LDHA block: -8; USP1-UAF1 inh: -25%; Vif-A3G inh: 1%; TrxR1 substrate: 3%

How did O=C(Nc1cnn(C23CC4CC(CC(C4)C2)C3)c1)c1cc(-c2ccccc2)on1 do in these assays?
Vif-A3F inh: -11%; GRP78 ERSR act: -1%; mIDH1 inhibitor: -1%; TrxR1 inh: -3%; RGS4 inhibitor: -10%; LDHA block: -8; USP1-UAF1 inh: -12%; Vif-A3G inh: 1%; TrxR1 substrate: 4%[57.1 µM]

How did COc1ccc2oc(=O)c(C(=O)Nc3cccc(C(C)=O)c3)cc2c1 do in these assays?
Vif-A3F inh: -5%; GRP78 ERSR act: 3%; mIDH1 inhibitor: 6%; TrxR1 inh: 16%; RGS4 inhibitor: -25%; LDHA block: -2; USP1-UAF1 inh: -14%; Vif-A3G inh: -4%; TrxR1 substrate: 4%

What do the screens show for `CCCCN(CCCC)CCCN1CC(=O)N2[C@@H](Cc3c([nH]c4ccccc34)C2(C)C)C1=O`?
Vif-A3F inh: 0%; GRP78 ERSR act: -3%; mIDH1 inhibitor: -6%; TrxR1 inh: 7%; RGS4 inhibitor: -22%; LDHA block: -2; USP1-UAF1 inh: -24%; Vif-A3G inh: -1%; TrxR1 substrate: 0%

What do the screens show for `CCCn1nc(NC(=O)c2cccs2)c2cc3cc(C)ccc3nc21`?
Vif-A3F inh: -1%; GRP78 ERSR act: 5%; mIDH1 inhibitor: -3%; TrxR1 inh: 34%[57.1 µM]; RGS4 inhibitor: -13%; LDHA block: 5; USP1-UAF1 inh: -6%; Vif-A3G inh: -3%; TrxR1 substrate: 16%[57.1 µM]

What do the screens show for `CCOC(=O)c1oc2cc(C)cc(C)c2c1C`?
Vif-A3F inh: -9%; GRP78 ERSR act: 0%; mIDH1 inhibitor: 0%; TrxR1 inh: 15%; RGS4 inhibitor: -18%; LDHA block: 1; USP1-UAF1 inh: -14%; Vif-A3G inh: -4%; TrxR1 substrate: 0%

What do the screens show for `CCC(CC)C(=O)Nc1cccc(C(=O)NCCc2ccccc2)c1`?
Vif-A3F inh: -7%; GRP78 ERSR act: -2%; mIDH1 inhibitor: -14%; TrxR1 inh: 9%[57.1 µM]; RGS4 inhibitor: 25%; LDHA block: -7; USP1-UAF1 inh: -10%; Vif-A3G inh: -3%; TrxR1 substrate: -1%[57.1 µM]

How did Cc1ccc(S(=O)(=O)n2nc(C)c(S(=O)(=O)N3CCOCC3)c2C)cc1 do in these assays?
Vif-A3F inh: -6%; GRP78 ERSR act: -2%; mIDH1 inhibitor: 2%; TrxR1 inh: 9%; RGS4 inhibitor: 2%; LDHA block: 0; USP1-UAF1 inh: -16%; Vif-A3G inh: -2%; TrxR1 substrate: 0%

Results for COc1ccc(C=O)cc1COc1ccc(F)cc1F ?
Vif-A3F inh: -7%; GRP78 ERSR act: -5%; mIDH1 inhibitor: 3%; TrxR1 inh: 3%; RGS4 inhibitor: -2%[11.4 µM]; LDHA block: -2; USP1-UAF1 inh: 0%; Vif-A3G inh: -8%; TrxR1 substrate: 2%

What do the screens show for `CC(=O)C(Sc1nc(N(C)C)nc(N(C)C)n1)C(=O)Nc1ccccc1` (stereo unspecified)?
Vif-A3F inh: 4%; GRP78 ERSR act: 0%; mIDH1 inhibitor: 8%; TrxR1 inh: 19%[57.1 µM]; RGS4 inhibitor: -39%; LDHA block: -5; USP1-UAF1 inh: -19%; Vif-A3G inh: -3%; TrxR1 substrate: -1%

What do the screens show for `COc1ccc(N2CCN(C(=O)COC(=O)c3nc(Cl)ccc3Cl)CC2)cc1`?
Vif-A3F inh: 2%; GRP78 ERSR act: -6%; mIDH1 inhibitor: -5%; LDHA block: -7; USP1-UAF1 inh: -13%; Vif-A3G inh: 4%

How did COc1ccccc1C(=O)NC(=O)COC(=O)c1cccc(OC(F)F)c1 do in these assays?
Vif-A3F inh: -2%; GRP78 ERSR act: -4%; mIDH1 inhibitor: -2%; TrxR1 inh: -6%; RGS4 inhibitor: 5%; LDHA block: -4; USP1-UAF1 inh: -14%; Vif-A3G inh: 3%; TrxR1 substrate: -8%

Results for COC(=O)c1sc(NC(=O)c2ccc(Cn3cc(Cl)cn3)o2)c(C#N)c1C ?
Vif-A3F inh: 2%; GRP78 ERSR act: -7%; mIDH1 inhibitor: -12%; TrxR1 inh: inconclusive; RGS4 inhibitor: -54%; LDHA block: -1; USP1-UAF1 inh: -5%; Vif-A3G inh: 0%; TrxR1 substrate: -6%

What do the screens show for `O=C(OCc1c(F)cccc1Cl)c1cnccn1`?
Vif-A3F inh: -4%; GRP78 ERSR act: 3%; mIDH1 inhibitor: 3%; TrxR1 inh: -5%[57.1 µM]; RGS4 inhibitor: -23%; LDHA block: -7; USP1-UAF1 inh: -6%; Vif-A3G inh: 1%; TrxR1 substrate: 1%[57.1 µM]

Results for CCCc1ccc(C(=O)NNc2cc(Cl)ccc2Cl)cc1 ?
Vif-A3F inh: 13%; GRP78 ERSR act: 0%; mIDH1 inhibitor: -5%; TrxR1 inh: 18%[57.1 µM]; RGS4 inhibitor: -22%; LDHA block: 3; USP1-UAF1 inh: -18%; Vif-A3G inh: -8%; TrxR1 substrate: 13%[57.1 µM]

What do the screens show for `c1ccc(-c2csc(Nc3nc(N4CCOCC4)nc(N4CCOCC4)n3)n2)cc1`?
Vif-A3F inh: 2%; GRP78 ERSR act: -6%; mIDH1 inhibitor: 2%; TrxR1 inh: 14%[57.1 µM]; RGS4 inhibitor: 11%; LDHA block: -5; USP1-UAF1 inh: -21%; Vif-A3G inh: 0%; TrxR1 substrate: 9%[57.1 µM]

Results for COc1cc(OC)cc(-c2nnc(SCC(=O)N3CCCCC3)o2)c1 ?
Vif-A3F inh: -8%; GRP78 ERSR act: -3%; mIDH1 inhibitor: 11%; TrxR1 inh: 5%[57.1 µM]; RGS4 inhibitor: -6%; LDHA block: -1; USP1-UAF1 inh: -17%; Vif-A3G inh: 0%; TrxR1 substrate: 2%[57.1 µM]

Results for Cc1c(Cl)cccc1NC(=O)CCC(=O)NNC(=O)c1ccco1 ?
Vif-A3F inh: -12%; GRP78 ERSR act: -1%; mIDH1 inhibitor: 3%; TrxR1 inh: 3%; RGS4 inhibitor: -1%; LDHA block: -3; USP1-UAF1 inh: -11%; Vif-A3G inh: 0%; TrxR1 substrate: -5%

What do the screens show for `COc1ccc(NC(=O)CCCN2C(=O)C3CC=CCC3C2=O)cc1` (stereo unspecified)?
Vif-A3F inh: -5%; GRP78 ERSR act: 5%; mIDH1 inhibitor: 1%; TrxR1 inh: 4%; RGS4 inhibitor: 7%; LDHA block: -1; USP1-UAF1 inh: -5%; Vif-A3G inh: 2%; TrxR1 substrate: -4%

What do the screens show for `CC(OC(=O)c1ccc(Br)c(S(=O)(=O)N2CCOCC2)c1)C(=O)NC1CCCCC1C` (stereo unspecified)?
Vif-A3F inh: 9%; GRP78 ERSR act: -4%; mIDH1 inhibitor: -5%; TrxR1 inh: 7%[57.1 µM]; RGS4 inhibitor: -48%; LDHA block: -2; USP1-UAF1 inh: -10%; Vif-A3G inh: -3%; TrxR1 substrate: 4%

How did Cc1occc1C(=O)Nc1cccc2ccccc12 do in these assays?
Vif-A3F inh: -7%; GRP78 ERSR act: 1%; mIDH1 inhibitor: 4%; TrxR1 inh: -24%; RGS4 inhibitor: -25%; LDHA block: 1; USP1-UAF1 inh: -17%; Vif-A3G inh: 0%; TrxR1 substrate: 6%[57.1 µM]

Only part of the results is shown; count on the stated rates, not on these rows.
